OXTR potentiate = potentiates the human oxytocin receptor response; P30559; CHO-OTR cells, Fluo-8 calcium fluorescence, potentiator mode; 0% = oxytocin EC15, 100% = EC100; actives 0.061% (n = 320,000); activation, % at 3 µM;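 active means activation above that plate's cutoff, the mean activation of tested compounds plus 3 SD, cut at about 6.6% in these data, passing the limit was not always enough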;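 further: 100% uses oxytocin at 75 nM as the full agonist control; some results filed as inactive read as strong as hits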
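Material: CHO-OTR cells, human receptor; compound dosing: single dose, 3.0 µM nominal final compound concentration; schedule: 6 min compound pre-incubation at room temperature, 100 s kinetic read; measured by: kinetic Fluo-8 calcium fluorescence; read-out basis: % activation vs EC15 and EC100 oxytocin; controls: EC15 oxytocin alone as 0%, 75 nM oxytocin as 100%; replicates: singlicate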
V1R ag counter = V1a receptor agonism, counter-screen for OXTR agonists | CHO-V1R cells, Fluo-8 calcium fluorescence, agonist mode; 0% DMSO, 100% 3 nM vasopressin | P37288 | AID 2797 | actives 0.25% (n = 320,000) | activation, % at 3 µM;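 active means activation above the mean activation of all tested compounds plus 3 SD, per screening run, cut at about 20% in these data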;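 further: signal is peak over basal fluorescence ratio across a 100 second FLIPR read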
CHO parental Ca = counter-screen: ATP calcium response change in parental CHO cells; inhibition, % at 5.6 µM; parental CHO-K1, ATP-induced calcium, Fluo-8 fluorescence; actives 0.63% (n = 330,000);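 active means inhibition above that plate's mean sample inhibition plus 3 SD, cut at about 26% in these data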;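 further: 0% = ATP-challenged DMSO wells and 100% = DMSO wells without ATP; some compounds past the cut are filed as inactive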
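material = parental CHO cells | also added = ATP as calcium-mobilizing challenge | dosing = single point at 5.6 µM | detection = intracellular calcium via Fluo-8 no-wash fluorescent dye | read-out = % inhibition | benchmarks = low control ATP plus DMSO, high control DMSO only | repeats = one well per compound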
OXTR agonist = agonists of human oxytocin receptor. P30559. CHO-OTR cells, Fluo-8 calcium fluorescence; normalized: DMSO 0%, oxytocin 100%. activation, % at 3 µM. actives 0.32% (n = 320,000);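 active means activation above the mean of all tested compounds plus 3 SD, cutoff set per screening run, cut at about 20% in these data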;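 further: peak over basal fluorescence ratio from a 100 s FLIPR kinetic read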
CHRM1 PAM = potentiates human M1 receptor response to acetylcholine | activation, % at 3 µM | actives 0.088% (n = 360,000) | P11229 | CHO-K1 hM1, Fluo-8 calcium fluorescence, ACh EC20; 0% = ACh EC20, 100% = maximal ACh | AID 588819; in the data active means activation above about 19%, passing the limit was not always enough
Target sequence (P11229 whole entry, looked up): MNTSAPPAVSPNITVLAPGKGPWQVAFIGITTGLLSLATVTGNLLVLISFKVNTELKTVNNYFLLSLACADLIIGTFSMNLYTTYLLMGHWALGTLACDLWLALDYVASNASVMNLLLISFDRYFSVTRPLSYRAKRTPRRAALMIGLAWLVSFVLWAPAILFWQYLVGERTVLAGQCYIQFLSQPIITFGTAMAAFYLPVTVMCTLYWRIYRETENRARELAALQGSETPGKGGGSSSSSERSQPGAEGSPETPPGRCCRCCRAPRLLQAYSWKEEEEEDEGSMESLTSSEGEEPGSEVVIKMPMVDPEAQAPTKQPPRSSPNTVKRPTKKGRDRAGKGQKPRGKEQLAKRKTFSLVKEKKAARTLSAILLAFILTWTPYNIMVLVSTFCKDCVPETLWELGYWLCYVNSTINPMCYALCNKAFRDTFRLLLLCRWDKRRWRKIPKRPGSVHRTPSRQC
TAAR1 agonist = human TAAR1 agonism | Q96RJ0 | CHO RD-HGA16 TAAR1, Fluo-8 calcium fluorescence; vehicle wells 0%, saturating PEA agonist 100% | activation, % at 3 µM | actives 0.99% (n = 360,000);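 active means activation above the mean activation of all test compounds in the run plus 3 SD, cut at about 38% in these data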
Target sequence (Q96RJ0 whole entry, looked up): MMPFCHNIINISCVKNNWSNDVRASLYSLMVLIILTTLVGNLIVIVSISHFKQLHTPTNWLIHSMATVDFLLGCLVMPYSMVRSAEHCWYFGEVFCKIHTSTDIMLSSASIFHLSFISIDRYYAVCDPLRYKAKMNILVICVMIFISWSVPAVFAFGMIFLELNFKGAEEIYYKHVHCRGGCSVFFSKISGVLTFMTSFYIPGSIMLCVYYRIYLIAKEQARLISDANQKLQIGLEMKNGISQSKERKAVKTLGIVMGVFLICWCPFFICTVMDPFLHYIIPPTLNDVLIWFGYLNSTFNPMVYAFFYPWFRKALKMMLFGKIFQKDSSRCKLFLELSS
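Assay system – CHO-derived RD-HGA16 cells with stable Gα16 and human TAAR1 · Compound dosing – one-point dosing at 3 µM (nominal) · Incubation – 17-24 h seeding, 75 min 37 °C dye, 30 min RT · Measured by – kinetic Fluo-8 calcium fluorescence · Control set – DMSO vehicle as 0%, PEA at EC100 as 100% · Repeats – single well for each compound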
TAAR1 antag = antagonists of human TAAR1 | inhibition, % at 3 µM | actives 1.5% (n = 360,000) | Q96RJ0 | CHO RD-HGA16 TAAR1, Fluo-8 calcium fluorescence, antagonist | AID 624466;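 active means inhibition above a per-plate cutoff, the mean inhibition of test compounds on that plate plus 3 SD, cut at about 49% in these data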;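 further: 0% = DMSO plus EC80 beta-PEA response and 100% = DMSO alone without agonist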
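Test system – hTAAR1-expressing CHO RD-HGA16 cells, Gα16-coupled · Reagent – β-PEA at EC80 concentration, post-compound challenge · Compound dosing – 3 µM, single point · Timing – 140 s kinetic read after compound, 140 s after agonist · Detection – Fluo-8 intracellular calcium dye fluorescence, real-time kinetic reads · Control set – DMSO and EC80 PEA controls · Repeats – n of 1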
M1 ag = agonists of human M1 muscarinic receptor; activation, % at 3 µM; AID 588814; P11229; CHO-K1 hM1, Fluo-8 calcium fluorescence, agonist mode; 0% DMSO, 100% acetylcholine EC100; actives 0.33% (n = 360,000);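 active means activation above the run's mean compound activation plus 3 SD, cut at about 16% in these data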;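 further: peak over basal fluorescence ratio within a 140 s kinetic read after compound addition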
CHRM1 antagonist = antagonists of human M1 muscarinic receptor | AID 588852 | inhibition, % at 3 µM | CHO-K1 hM1, Fluo-8 calcium fluorescence, ACh EC80 antagonist | actives 1.3% (n = 360,000) | P11229;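 active means percent inhibition above its own plate's cutoff, namely the mean of that plate's compound wells plus 3 SD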;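 further: peak over basal fluorescence ratio during 140 s after agonist addition; 0% = ACh EC80 plus DMSO and 100% = DMSO alone without agonist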
The depositor's hits bear a star; . = no result given.

SMILES	OXTR potentiate	V1R ag counter	CHO parental Ca	OXTR agonist	CHRM1 PAM	TAAR1 agonist	TAAR1 antag	M1 ag	CHRM1 antagonist
CC(C)c1ccc(NC(=O)CN(C)C2=NS(=O)(=O)c3ccccc32)cc1	.	.	.	.	1	3	-6	0	1
CCN(CC)c1ccc(NC(=O)C2=CC=CN3CCS(=O)(=O)N=C23)cc1	1	0.2	-7	1.3	4	2	-3	-6	1
COc1ccc2c(c1)CCCC21NC(=O)N(CC(=O)NCc2cccs2)C1=O (stereo not drawn)	-5	-1.2	-10	-0.8	14	0	-9	0	-7
COc1cccc(C(=O)NCc2nnc(SCC(=O)Nc3nccs3)n2-c2cccc(C)c2)c1	-8	-0.2	-21	-2.4	10	32	-17	-3	-12
CC(C)(C)OC(=O)NCCCC[C@@H](C(=O)NCCCCCCCCCCC(=O)N1CCN(C(=O)OC(C)(C)C)CC1)n1cc(CCO)nn1	-6	0.7	-10	-1.3	-10	14	38	-6	-4
O=C(Nc1ccc(F)cc1)c1c(Cl)nc2ccccn12	-10	-0.9	-3	-0.4	1	4	-1	-7	2
C[C@@H]1CN([C@@H](C)CO)S(=O)(=O)c2ccc(Br)cc2O[C@H]1CN(C)C(=O)c1cccc(F)c1	.	.	.	.	-2	16	36	5	-1
CCCC(=O)Nc1cc(=O)n(C)c(=O)n1C	-3	0.5	-3	1.1	2	4	-12	-2	-1
O=C(Cn1ncc2c([nH]c3ccccc32)c1=O)Nc1ccc(CN2CCCCC2)cc1	-2	0.6	-4	0.3	-3	.	.	-6	-1
COc1ccc(CSc2nnnn2-c2ccc(O)cc2)cc1F	-10	7.6	15	4.0	1	-1	4	-1	-4
Cn1cccc1Cc1nnc(SCC(=O)Nc2nccs2)n1CCc1ccccc1	-6	1.3	-15	0.7	3	2	-16	-4	-14
Cc1cc(C)n2nc(C(=O)Nc3cccc(S(=O)(=O)N4CCCC4)c3)nc2n1	-5	1.3	-7	0.1	8	1	-5	-7	-6
Cc1ccc(C)c(NC(=O)COC(=O)c2nc(Cl)ccc2Cl)c1	-3	-0.8	-10	-1.5	8	0	8	-4	-11
CCOC(=O)c1ccc(NC(=S)NCCCn2ccnc2)cc1	-15	0.1	-16	-0.2	4	5	13	-7	0
O=C(c1ccc(F)cc1)C(CN1CCOCC1)c1ccccc1 (stereo not drawn)	-3	-1.5	4	-1.3	-4	1	-13	-9	10
CCCCn1c(-c2ccco2)nc2oc3ccccc3c(=O)c2c1=O	-2	-1.4	-19	-0.7	-4	3	13	-4	4
Nn1c(Nc2ccc(Cl)cc2)nncc1=O	-3	1.1	-8	0.4	8	0	-22	0	-15
COc1ccc(COc2cccc3ccc(C)nc23)cc1F	0	0.2	-14	0.7	5	2	7	-5	-9
CN(C)CCCNc1ccc(-c2n[nH]c(=O)c3ccccc23)cc1[N+](=O)[O-]	-9	-0.7	-21	-0.3	-1	3	-17	-9	-9
CCC1CCCCN1C(=O)CSc1nc2ccsc2c(=O)n1Cc1ccccc1 (stereo not drawn)	-8	-1.2	-11	-2.4	8	3	20	-6	-6
CCOC(=O)Cc1csc(NC(=O)CSC2=NCCS2)n1	-2	5.5	-4	2.3	1	4	-9	3	-6
COC(=O)Cc1ccc(NC(=S)N2CCC(Cc3ccccc3)CC2)cc1	-8	5.4	-13	3.5	0	4	-11	-2	-5
O=[N+]([O-])c1nn(-c2ccc3c(c2)OCCO3)n(O)c1=NCCCO	-3	0.0	5	-0.6	3	7	-3	-3	2
Cc1cnc(C(=O)OCC(=O)c2cc(C)n(C)c2C)cn1	-2	0.1	-9	-0.6	7	2	12	-5	-5
CCOC(=O)CSc1nnc(-c2ccc(OC)cc2OC)o1	5	0.8	-6	0.9	2	4	-1	-4	-20

Given in CSV form: part of the list above.
canonical_smiles,OXTR potentiate,V1R ag counter,CHO parental Ca,OXTR agonist,CHRM1 PAM,TAAR1 agonist,TAAR1 antag,M1 ag,CHRM1 antagonist
O=C(Cn1ncc2c([nH]c3ccccc32)c1=O)Nc1ccc(CN2CCCCC2)cc1,-2,0.6,-4,0.3,-3,.,.,-6,-1
CCOC(=O)c1ccc(NC(=S)NCCCn2ccnc2)cc1,-15,0.1,-16,-0.2,4,5,13,-7,0
Cc1ccc(C)c(NC(=O)COC(=O)c2nc(Cl)ccc2Cl)c1,-3,-0.8,-10,-1.5,8,0,8,-4,-11
CCCC(=O)Nc1cc(=O)n(C)c(=O)n1C,-3,0.5,-3,1.1,2,4,-12,-2,-1

More entries follow.
SMILES	OXTR potentiate	V1R ag counter	CHO parental Ca	OXTR agonist	CHRM1 PAM	TAAR1 agonist	TAAR1 antag	M1 ag	CHRM1 antagonist
O=C1CC2(CCN(C(=O)c3ccccc3Br)CC2)Oc2ccccc21	-12	0.5	-12	0.9	0	9	-10	1	2
COc1ccc(CCn2c(-c3ccco3)nc3ccccc3c2=O)cc1OC	-3	-0.2	-31	-2.3	-6	11	35	1	28
COC(CNC(=O)C(=O)NCC1OCCN1C(=O)c1ccc(Cl)cc1)OC (stereo not drawn)	-7	-0.1	-6	-1.0	7	0	-21	-3	-14
COc1ccc(C)cc1NC(=S)Nc1ccccc1SC	-8	1.1	16	-0.6	5	3	23	-1	-5
CCc1ccc(C2=CC(c3cc(Br)ccc3F)n3ncnc3N2)cc1 (stereo not drawn)	-10	0.2	-26	-0.9	3	7	20	-4	-11
CCCCC1(CC(=O)OC)C(=O)N(c2ccccc2)N(c2ccccc2)C1=O	-4	-1.9	-14	-2.1	4	1	4	-4	-14
CN(C)S(=O)(=O)c1cccc(C(=O)OCC(=O)Nc2sccc2C#N)c1	-10	3.0	-6	4.0	10	.	.	2	-30
Cc1ccc(C(=O)NCC(=O)OCC(=O)NC2CCCC(C)C2C)s1 (stereo not drawn)	-4	-1.4	-18	-1.6	3	0	-11	-3	7
Cc1ccccc1OCC(=O)N(Cc1cccs1)C1CCS(=O)(=O)C1 (stereo not drawn)	-1	-0.5	-16	0.4	12	9	2	-1	-7
Cc1cc(Cl)c(S(=O)(=O)N2CCN(c3ccccn3)CC2)cc1OCC(N)=O	-17	3.6	-20	3.2	0	1	6	-3	0
NS(=O)(=O)c1cccc(NC(=O)CSc2ncnc3ccccc23)c1	-2	0.2	-11	1.9	11	1	-2	0	-5
CC(=O)Nc1ccc(NC(=O)CSc2nc3ccccc3o2)cc1	-10	2.0	-3	1.7	2	0	3	-1	-4
CCC(C)NC(=O)CN(c1ccc(Cl)c(Cl)c1)S(C)(=O)=O (stereo not drawn)	-7	-0.4	-3	-0.9	9	10	4	-7	-2
Cc1ccc(S(=O)(=O)c2nc(-c3ccccc3Cl)oc2N2CCN(C)CC2)cc1	2	2.0	-22	1.8	5	6	-18	-2	2
CC1CCN(c2oc(-c3ccccc3F)nc2C#N)CC1	-10	-1.6	7	-1.3	0	1	29	-9	-11
CN1CCN(NC(=O)Nc2cc(Cl)cc(Cl)c2)CC1	.	.	.	.	-5	14	-1	-1	22
O=C(Cn1cc(Cl)ccc1=O)c1ccc(Cl)cc1	-2	0.1	-7	-1.3	4	1	-6	-4	-3
CCOC(=O)C1=C(CC)OC(N)=C(C#N)C1c1cc(OC)ccc1OC (stereo not drawn)	-16	1.3	-19	8.0	3	9	-5	-6	-3
COc1ccc(-c2cc(C(F)F)n3ncc(C(=O)n4ccnc4C)c3n2)cc1	-4	-1.7	-17	-2.9	-1	-4	-21	-8	15
CC(C)(CN1CCCN(CC(C)(C)C(=O)O)C1=O)C(=O)O	.	.	.	.	1	1	-11	-1	-5
CCOC(=O)CC(NS(=O)(=O)Cc1ccccc1)c1ccc(C)cc1 (stereo not drawn)	-8	0.5	-23	-1.7	-3	1	-1	-9	0
Cc1ccc([N+](=O)[O-])cc1NC(=O)Nc1onc(C)c1C	-10	0.4	-5	0.4	11	1	7	-1	-11
COC(=O)c1cnn2c(C(F)(F)F)cc(-c3ccccc3)nc12	-1	-1.5	2	-2.6	7	6	-8	-5	-21
O=c1c2ccccc2ncn1Cc1cccc2ccccc12	-5	0.8	-15	-1.1	-1	8	-16	-5	2
CCCc1cc(NCC2CCCO2)n2c(nc3ccccc32)c1C#N (stereo not drawn)	-7	-1.4	-34	-2.2	9	3	6	-2	-11

Next entries.
SMILES	OXTR potentiate	V1R ag counter	CHO parental Ca	OXTR agonist	CHRM1 PAM	TAAR1 agonist	TAAR1 antag	M1 ag	CHRM1 antagonist
Cc1ccc2nc(N3C(=O)C(O)=C(C(=O)c4ccco4)C3c3cccs3)sc2c1 (stereo not drawn)	-1	-0.8	-7	-0.7	19	5	0	1	-22
Cn1nccc1NC(=O)CC1(CC(=O)O)CCCCC1	-5	1.0	-2	-0.4	10	0	13	-2	-13
c1ccc(N2CC3CCc4ccccc4C3=N2)cc1 (stereo not drawn)	-5	-1.8	-12	-2.3	3	5	-26	-6	-2
CC(=O)c1ccc(S(=O)(=O)N2CCN(C(=O)c3ccc(-n4cncn4)c([N+](=O)[O-])c3)CC2)cc1	-2	0.2	-2	-0.3	7	4	-6	-4	-8
Cc1cc(C)n(NC(=S)NC2CCCCC2)c(=O)c1C#N	1	0.3	-12	-1.0	6	2	3	-2	-15
CC1CCC(C(C)C)C(=O)/C1=C/c1ccc(N)cc1 (stereo not drawn)	-7	-1.2	1	-0.4	3	8	-13	-3	-8
COc1ccc(Cc2nc3ccc(C(=O)N4CCC[C@H]4CO)cc3o2)cc1	-9	-0.4	4	0.2	10	6	-29	-2	-16
O=C(Cn1cnc2ccccc21)Nc1ccc(F)c(F)c1	-2	4.7	-4	2.6	3	2	25	0	0
Cc1cccc(N/C(N)=N/c2nc(C)cc(=O)[nH]2)c1	-17	0.6	0	-0.6	1	2	13	-5	-5
O=C(O)CN1CCN(Cc2ccc(F)cc2Cl)C1=O	0	0.2	2	0.2	2	9	-1	-3	-8
CCOC(=O)C(=O)N(C)c1c(CC)nc2c(OCc3ccccc3)cccn12	.	.	.	.	11	1	-8	-5	-10
CCn1cnc2cc(NC(=O)COc3ccc(C)cc3)ccc21	.	.	.	.	3	0	7	-7	9
CC(=O)Nc1c(NC(C)(C)C)c2ccccc2oc1=O	-15	0.3	7	1.1	13	2	10	-1	-8
Cc1ccc(S(=O)(=O)NCCCC(=O)O)cc1	0	0.2	-3	-0.2	9	5	2	-8	-4
COC(=O)C1(CCSC)NC(c2ccco2)C2C(=O)N(C)C(=O)C21 (stereo not drawn)	-6	-0.2	-10	-0.7	8	0	15	-2	-9
CC(=C/c1ccccc1)/C=N/NC(=O)c1ccccn1	-7	0.0	-12	-0.8	14	1	13	-2	-24
